Assay outcomes deposited in PubChem by The Scripps Research Institute Molecular Screening Center.
GPR151 activ: activators of human GPR151, primary screen, cell-based, PathHunter beta-arrestin, luminescence | PathHunter beta-arrestin GPR151 cells | 1% of 650,000 active | activation, % at 11.2 µM; in the data active = activation above about 4.9%;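 also: 0% = median of compound wells and 100% = cells with positive control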
Target sequence (Q8TDV0 whole entry, looked up): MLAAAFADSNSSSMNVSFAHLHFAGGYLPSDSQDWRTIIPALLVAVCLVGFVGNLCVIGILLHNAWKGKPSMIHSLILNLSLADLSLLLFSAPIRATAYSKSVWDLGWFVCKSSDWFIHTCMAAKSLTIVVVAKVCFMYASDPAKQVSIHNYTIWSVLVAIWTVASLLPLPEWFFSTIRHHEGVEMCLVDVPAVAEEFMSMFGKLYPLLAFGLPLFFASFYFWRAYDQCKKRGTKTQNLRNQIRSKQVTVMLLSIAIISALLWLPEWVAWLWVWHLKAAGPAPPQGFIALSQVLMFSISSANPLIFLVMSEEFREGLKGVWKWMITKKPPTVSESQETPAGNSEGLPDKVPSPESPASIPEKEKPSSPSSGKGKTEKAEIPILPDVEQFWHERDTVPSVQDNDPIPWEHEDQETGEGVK
MITF inh: MITF inhibitors, primary screen, biochemical, AlphaScreen, human. 0.91% of 650,000 active. inhibition, % at 2.6 µM. Microphthalmia-associated transcription factor (Homo sapiens), O75030. AlphaScreen MITF homodimerization, bead proximity signal; in the data active = inhibition above about 50%;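 also: 0% = vehicle wells with protein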
Target sequence (O75030 whole entry, looked up): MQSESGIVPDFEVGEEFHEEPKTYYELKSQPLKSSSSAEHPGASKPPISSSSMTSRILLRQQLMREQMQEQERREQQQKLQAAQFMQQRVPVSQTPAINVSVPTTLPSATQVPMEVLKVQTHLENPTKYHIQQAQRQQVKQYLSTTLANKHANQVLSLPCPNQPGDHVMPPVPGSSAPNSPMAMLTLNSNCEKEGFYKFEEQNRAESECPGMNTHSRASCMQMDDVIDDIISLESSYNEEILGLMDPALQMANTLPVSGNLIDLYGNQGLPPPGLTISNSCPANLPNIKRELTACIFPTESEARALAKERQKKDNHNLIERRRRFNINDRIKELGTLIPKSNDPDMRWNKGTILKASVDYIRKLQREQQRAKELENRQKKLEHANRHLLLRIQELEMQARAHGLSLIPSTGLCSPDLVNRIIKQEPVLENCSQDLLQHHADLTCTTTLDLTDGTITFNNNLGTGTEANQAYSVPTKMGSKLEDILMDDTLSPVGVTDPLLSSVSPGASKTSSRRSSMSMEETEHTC
FBW7 act: FBW7 E3 ligase activators, primary screen, biochemical, AlphaScreen, human; AlphaScreen FBW7–phospho-cyclin E peptide binding, activator screen; 0.13% of 650,000 active; F-box/WD repeat-containing protein 7 (Homo sapiens), Q969H0; normalized activity (activation), % at 26.1 µM; in the data active = normalized activity above about 1.9%;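 also: purified mutant Fbw7 with reduced substrate affinity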
TEAD-YAP inh: TEAD-YAP interaction inhibition, primary screen, TEAD-YAP interaction inhibitor project, luminescence, HEK-TIYL cells; TEAD-Gal4/YAP UAS-luciferase luminescence; inhibition, % at 9.12 µM; 1.4% of 640,000 active; AID 1259422, 2018; in the data active = inhibition above about 32%;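 also: 0% = median of test compound wells and 100% = reference inhibitor wells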
The depositor's hits bear a star. An unsorted share of the library; about 3.4% have a hit in one of these screens.

SMILES,GPR151 activ,MITF inh,FBW7 act,TEAD-YAP inh
CCOCCn1c(=NC(=O)Cc2ccccc2)sc2cc(NC(C)=O)ccc21,0.1,-5,-0.1,2
CCCC(=O)c1ccc(N2CCN(C(=O)c3cccc(F)c3)CC2)c(F)c1,2.5,1,-0.2,7
CC(=O)Nc1ccc(Nc2cc(Nc3ccccn3)ncn2)cc1,-1.8,7,0.2,-20
O=C(Cc1ccccc1)Nn1c(-c2ccc(Br)cc2)nc2ccccc2c1=O,1.0,-3,-0.2,7
CCOc1ccc(-c2ccc(/C=C3\C(=N)N4N=C(C)SC4=NC3=O)o2)c([N+](=O)[O-])c1,-0.2,14,0.2,5
Cc1nn(-c2ccc(F)cc2)c(C)c1CN1CCN(CCC(C)C)C(CCO)C1 (stereo unspecified),-1.3,14,-0.2,7
CC(=O)Oc1ccccc1C(=O)N1CCC(c2c[nH]c3ccccc23)CC1,-0.2,14,0.0,7
C#CCSc1nc(-c2ccccc2)cc(-c2ccccc2)c1C#N,0.8,12,0.1,5
CCSc1sc(CC)cc1CN(C)C,-0.3,4,0.0,-4
Cc1cc(C(=O)N(CCn2cccn2)c2nc3c(F)cccc3s2)on1,3.1,-3,-0.2,-27
CCc1cccc2c(/C=C3\NC(=S)N(CC)C3=O)cn(CC(=O)NCCOC)c12,-1.0,-4,0.0,-5
Cn1c(=O)cc(OCCCC(=O)Nc2ccc3c(c2)OCCO3)c2ccccc21,1.0,14,0.2,6
COc1ccc(C(=O)NNc2nc3c(C)c(C)ccc3s2)c(OC)c1,-0.1,8,-0.2,-1
Fc1cccc(Nc2nc(N3CCOCC3)nc(N3CCOCC3)n2)c1,2.6,4,0.1,-5
Cc1cccc(N2CCN(S(=O)(=O)c3cccc([N+](=O)[O-])c3)CC2)c1C,-0.8,-6,0.0,7
CCOc1ccc(NC(=O)NCCc2ccc(OC)c(OC)c2)cc1,-1.0,-4,0.0,4
O=C1c2cccc3cc([N+](=O)[O-])cc(c23)C(=O)N1/N=C/c1ccccc1,1.7,-8,0.0,-6
COc1ccccc1Oc1nc2c(C)cccn2c(=O)c1/C=C(\C#N)C(N)=O,-0.7,15,0.0,1
NC(=O)c1ccc(NC(=O)CCc2nc(-c3ccccc3Cl)no2)cc1,-0.1,7,0.1,8
CC(=O)c1cccc(NC(=O)NNC(=O)Cc2ccc([N+](=O)[O-])cc2)c1,-0.5,-2,0.2,4
CC(C(=O)N(Cc1ccccc1)Cc1ccccc1)N1C(=O)c2ccccc2C1=O (stereo unspecified),-1.1,6,0.4,5
CC(C)c1ccc(/C=C2/C(=O)NN(c3ccc(F)cc3)C2=O)cc1,-1.4,-7,0.0,5
COC(=O)C1CCN(C(=O)CN2C(=O)NC(CC(C)C)C2=O)CC1 (stereo unspecified),-0.3,-6,0.2,-6
COc1cccc(C(=O)Nc2ccc(NC(=O)c3ccc(C(C)(C)C)cc3)cc2)c1,-0.5,-2,0.2,-5
COc1ccc(NC(=S)N(CCN2CCOCC2)C2CCN(C(C)=O)CC2)cc1,3.1,13,0.4,6

In the list so far, 4 contain a nitro group on carbon:
SMILES,GPR151 activ,MITF inh,FBW7 act,TEAD-YAP inh
CCOc1ccc(-c2ccc(/C=C3\C(=N)N4N=C(C)SC4=NC3=O)o2)c([N+](=O)[O-])c1,-0.2,14,0.2,5
Cc1cccc(N2CCN(S(=O)(=O)c3cccc([N+](=O)[O-])c3)CC2)c1C,-0.8,-6,0.0,7
O=C1c2cccc3cc([N+](=O)[O-])cc(c23)C(=O)N1/N=C/c1ccccc1,1.7,-8,0.0,-6
CC(=O)c1cccc(NC(=O)NNC(=O)Cc2ccc([N+](=O)[O-])cc2)c1,-0.5,-2,0.2,4

The listing picks up; the three compounds before the break are reprinted first.
SMILES,GPR151 activ,MITF inh,FBW7 act,TEAD-YAP inh
COC(=O)C1CCN(C(=O)CN2C(=O)NC(CC(C)C)C2=O)CC1 (stereo unspecified),-0.3,-6,0.2,-6
COc1cccc(C(=O)Nc2ccc(NC(=O)c3ccc(C(C)(C)C)cc3)cc2)c1,-0.5,-2,0.2,-5
COc1ccc(NC(=S)N(CCN2CCOCC2)C2CCN(C(C)=O)CC2)cc1,3.1,13,0.4,6
CCCCCOC(=O)C1=C(C)NC(=O)NC1c1ccc(OC)c(OC)c1 (stereo unspecified),0.3,11,0.6,6
CC[C@H](Cn1nc(-c2cccs2)ccc1=O)NC(=O)c1ccc2nc(C)[nH]c2c1,0.0,18,-0.1,0
COC(=O)c1ccc(-c2cnn3c(N4CCC[C@H]4CO)ccnc23)cc1,1.6,-13,0.3,-56
CCOC(=O)c1sc2nc(SCC(=O)N(CC)CC)n(CCCN3CCCC3=O)c(=O)c2c1C,0.3,13,0.0,1
NC(=O)CN1CCN(c2ccccn2)CC1,0.5,20,0.3,-3
CN(C)C(=O)c1cc([N+](=O)[O-])cc([N+](=O)[O-])c1N(C)C,-0.8,2,0.0,7
Cc1ccc(NC(=O)CN(c2ccc(I)cc2)S(C)(=O)=O)cc1,-1.6,-19,0.1,-64
NCCNC(=O)c1c(O)c2c([nH]c1=O)CCCC2,0.4,3,0.0,0
CCOc1ccc(/C=C/C(=O)Nc2ccc([N+](=O)[O-])cc2)cc1,-0.2,0,-0.1,-6
CCOC(=O)C(Oc1nc(OC)cc(OC)n1)c1ccc2c(c1)CCO2 (stereo unspecified),-2.0,-17,-0.1,-11
CC(C)Oc1ccc(C(=O)Nc2nc(-c3ccc(Cl)cc3Cl)cs2)cc1,-0.1,1,0.0,22
CCc1nnc(NC(=O)C2CCN(c3nc4ccccc4n3CC)CC2)s1,0.0,-9,-0.1,10
CN(c1ccc(O)cc1)c1nc(-c2ccccc2)cs1,-0.2,9,-0.2,-65
Cc1nc2c(-c3ccccc3)c(C)nn2c(C)c1CCC(=O)NCCN1CCN(C)CC1,-0.2,14,0.4,11
O=C(NCc1ccco1)c1c[nH]n2c(=O)c3c(nc12)CCC3,-0.9,4,-0.2,-15
O=C(NCc1ccccc1)C1CCN(c2nccs2)CC1,-0.6,-17,0.2,-5
CN(C(=O)c1cccc(C#N)c1)c1nnc(-c2ccncc2)s1,1.3,4,-0.3,9
COCCNC(=O)c1ccc(-n2c(SCc3ccncc3)nc3ccccc3c2=O)cc1,0.9,12,-0.2,-4
CC(C)c1ccc(NC(=O)CSc2nc3ccccc3n2S(C)(=O)=O)cc1,-0.9,-11,0.0,1
O=C(Nc1ccccc1Br)C1CC2CCC1C2 (stereo unspecified),0.8,-10,0.1,4
CC(=O)OC1=Cc2c(ccc3ccc(=O)oc23)OC1(C)C,0.6,-1,0.1,-9
COc1ccc(C2CC(c3cccs3)=NN2C(=O)CSc2nnc(CNC(=O)c3ccc([N+](=O)[O-])cc3)n2C)cc1 (stereo unspecified),1.3,3,0.0,9
CCc1ccc(NC(=O)CSc2nc3ccsc3c(=O)n2Cc2ccccn2)cc1,-0.5,7,0.0,0
O=C(C1CCCCC1)N1CCn2c(nc3ccccc32)C1,-0.8,14,-0.1,4
Cc1nc(NC(=O)c2ccc(-c3ccccc3[N+](=O)[O-])o2)ccc1I,-0.4,18,0.1,-15

Compound,GPR151 activ,MITF inh,FBW7 act,TEAD-YAP inh
CCCOC(=O)CSC1=C(C#N)C(c2ccc(Cl)cc2Cl)CC(=O)N1 (stereo unspecified),-0.1,0,0.0,-4
CC(C)n1c(C(O)c2cccc3ccccc23)nc2ccccc21 (stereo unspecified),-1.3,12,-0.1,-23
COc1cc(NC(=O)C23CC4CC(C2)CC(n2nnc(C)n2)(C4)C3)c(OC)cc1Cl,-0.5,16,0.5,-9
Cc1coc(NC(=O)CSc2nc(-c3ccncc3)cc(C(F)(F)F)c2C#N)n1,-0.9,12,0.0,-5
COc1ccc(NC(=O)/C(=C/c2ccc(OC(C)=O)c(OC)c2)NC(C)=O)cc1,-1.0,22,0.1,4
COc1ccc2oc(=O)c(C(=O)Nn3cnnc3)cc2c1,-1.7,-4,-0.1,-14
COc1ccc(NC(=O)CC2C(=O)N(c3ccc(Cl)cc3)C(=S)N2CCc2ccncc2)cc1 (stereo unspecified),1.4,-5,0.0,4
CCN(CC)c1ccc(-c2c3cc(O)c(=O)cc-3oc3cc(O)c(O)cc23)cc1,-2.2,110*,-0.3,10
CC(C)c1ccc(/C=N/NC(=O)Cc2n[nH]c(=O)[nH]c2=O)cc1,-0.1,2,0.2,3
CN(Cc1ccc(-n2cccn2)cc1)C(=O)CCc1nnc(CCC2CCCCC2)o1,0.8,5,0.2,-69
O=C(Cn1cnc2sc3c(c2c1=O)CCCC3)NCC(=O)Nc1c(F)cccc1F,0.3,-6,-0.1,7
COc1cccc(-c2nn(-c3ccccc3)cc2CN[C@@H](C)C(N)=O)c1,0.5,3,0.6,-5
CCOC(=O)CN(c1cc([N+](=O)[O-])ccc1OC)S(C)(=O)=O,0.8,-11,0.0,-6
CC(=O)Oc1ccccc1/C=C/c1ccc2ccccc2[n+]1C,1.8,16,0.4,-44
COc1cc(C)nc(N2CCN(Cc3cccc(OC)c3OC)CC2)n1,0.4,6,-0.1,10
CCCCOc1ccc(C(=O)Nc2ccc(S(=O)(=O)Nc3nccs3)cc2)cc1,0.5,5,0.4,-5
O=c1c2sccc2nc(SCc2cccc(F)c2)n1Cc1ccccc1,0.4,1,-0.1,8
CC1CCN(c2nc3c(c(=O)[nH]2)CN(Cc2ccco2)CC3)CC1,0.5,11,0.0,7
O=C(NCc1nc(-c2ccccc2)no1)c1ccco1,1.1,3,-0.1,-25
O=C(CNc1cccc2ccccc12)Nc1cc(C(F)(F)F)ccc1Cl,-0.1,12,0.1,2
COc1ccc(CCNC(=O)CCCn2c(SCc3cccc(F)c3)nc3cc4c(cc3c2=O)OCO4)cc1OC,-1.2,-17,0.0,-5
Cc1ccc(NC(=S)N(C)N)cc1Cl,-1.9,21,0.4,6
COCCCNC(=O)CN(c1ccc(C)cc1)S(C)(=O)=O,-3.0,-15,0.1,-2
CCOc1ccc(N2C(=O)c3ccccc3NC2c2ccc(Cl)c(Cl)c2)cc1 (stereo unspecified),-0.7,9,0.1,-12
COCCCN1C(=O)C2C(C(=O)Nc3cc(Cl)cc(Cl)c3)C3C=CC2(O3)C1C(=O)NC1CCCCC1 (stereo unspecified),1.2,-8,0.0,-11

Compound,GPR151 activ,MITF inh,FBW7 act,TEAD-YAP inh
Clc1ccc(-c2ccc(NCCN3CCOCC3)nn2)cc1,0.1,-7,-0.1,5
Cc1ccc(CN2CCC(N(C)Cc3nc4ccccc4s3)CCC2=O)cc1 (stereo unspecified),0.5,-18,-0.1,-5
CCC(CO)NC(=O)c1ccc(N)cc1 (stereo unspecified),-0.5,8,0.0,5
O=C(Oc1ccccc1Cl)C1CC(=O)N(c2ccc(F)cc2)C1 (stereo unspecified),0.4,-7,0.0,-6
CCCc1nc(SCC(=O)NC)c2c3c(sc2n1)CC(C)CC3 (stereo unspecified),1.0,7,-0.2,0
Cc1cc(=O)n2[nH]cc(C(=O)O)c2n1,1.6,10,0.0,5
O=C(O)c1ccc(NS(=O)(=O)c2ccc(NC(=O)c3ccccc3Cl)cc2)cc1,1.0,3,-0.1,5
COc1ccc(CNC(=O)/C=C/c2ccc(Cl)cc2)cc1,-1.1,12,0.0,2
Cc1ccccc1OCC(O)Cn1c(SCCC(=O)O)nc2c1c(=O)[nH]c(=O)n2C (stereo unspecified),-1.0,13,-0.5,6
COc1ccc(NC(=O)/C=C/c2cc(Br)ccc2OC)cc1,-1.4,17,-0.1,-2
O=C(Oc1coc(CSc2ncccn2)cc1=O)c1ccc(F)cc1,1.4,-4,-0.5,4
CCOC(=O)NC(=O)CN1C(=O)NC(C)(c2ccccc2)C1=O (stereo unspecified),-0.6,17,0.0,0
